Screens from PubChem.
S3 lipid droplet: qHTS Assay for Lipid Storage Modulators in Drosophila S3 Cells; lipid storage change, negative = inhibition, % at the top dose, mostly 46.1 µM; hits show Potency in µM; 320,000 compounds, 0.64% hits; Drosophila S3 cells, BODIPY lipid droplet fluorescence, 18-24 h; cells fed with added oleic acid; active = well fitted inhibition curve with a large enough effect in the signal ratio, with a control signal flat, not every such curve was filed as active; inconclusive = small, poorly fitted or top-dose-only effect, or effect the other way, or a change in a side signal; the % refers to the signal ratio
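Drosophila S3 cells got compounds at several concentrations plus oleic acid (400 uM solution). Laser-scanning cytometry with 488 nm excitation read lipid droplets at 500-530 nm and cells at 575-640 nm. Percent activity was relative to 20 uM Triacsin C.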
S3 lipid droplet cell count max: second read-out of S3 lipid droplet, no call of its own (marks repeat the call); cell number change, %; measured here: cell count max response;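 cells counted by Cell Tracker Red CMTPX staining in the red channel; peak over a dose series mostly up to 46.1 µM; percent activity relative to internal control wells on each plate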
* hit, by the source's call; i = inactive; u = inconclusive; x = not tested or not shown; [ ] = dose if it differs, or a comment. % is set by controls: 0 for no effect and ±100 for the full control effect; potency is the fitted concentration of half-maximal effect. An excerpt. The share of hits here may be higher or lower than overall.

S3 lipid droplet,S3 lipid droplet cell count max,structure
u,x,C=CCNCc1cc(=O)n2c(-c3ccccc3)csc2n1
u,x,O=C(COC(=O)/C=C/c1cccc(C(F)(F)F)c1)Nc1ccc(Cl)cn1
u,x,CCOc1cccc(NC(=O)Cc2cccs2)c1
u,x,Cc1cc2c3c(c1C)C1(C(=O)N3C(C)(C)CC2C)C(C#N)=C(N)Oc2cc(O)ccc21 (centres undefined)
8.1%,10.3,Cc1ccc(C(=O)NNC(=O)C2CCN(c3nccc(C)n3)CC2)cc1
u,x,O=C(c1cc(-c2cccs2)nn1-c1ccccc1)N1CCN(S(=O)(=O)c2ccccc2)CC1
5.1%,8.9,Cc1ccc2c(c1)C(c1ccccc1)N(C(=O)c1ccccc1[N+](=O)[O-])CC(=O)N2 (centres undefined)
u,x,COc1ccc(S(=O)(=O)NCc2ccccc2)cc1
u,x,COc1ccc(/C(C)=N/NC(=S)NCc2ccco2)cc1
u,x,CC(C)COc1ccc2[nH]c3c(c2c1)CCCC3=O
i[0.0737 µM],27.6,CCc1ccc(NC(=O)CCc2nc3sc4c(c3c(=O)[nH]2)CCCC4)cc1
1.2%,-18.8,Cc1ccccc1-c1nc(CN2CCC(C(=O)NCCCN3CCOCC3)CC2)c(C)o1
i,x,Cc1nnsc1C(=O)N/N=C/c1cccc(C(F)(F)F)c1
u,x,COc1cccc(C(C(=O)NC2CCCC2)N(CC2CCCO2)C(=O)Cc2cccs2)c1 (centres undefined)
i,12.9,COc1ccc(C(=O)NCC(O)CN2CCOCC2)cc1[N+](=O)[O-] (centres undefined)
i,x,Cc1ccc(C2CC(c3ccc(C)cc3)n3nc(N)nc3N2)cc1 (centres undefined)
u,x,O=C1CC(C(=O)O)c2ccccc2N1 (centres undefined)
-7.9%,-0.5,Cc1ccc2oc(-c3ccc(NC(=O)c4ccncc4)cc3O)nc2c1
u,x,Cc1ccccc1C(=O)N1CCC(C(=O)Nc2ccccc2N2CCCC2)CC1
16.2%,-14.4,COc1ccc(NC(=O)CCc2nc(-c3ccc(C)cc3)no2)c(OC)c1
u,x,CCCCc1ccc(NC(=S)NCc2ccc(OC)cc2)cc1
u,x,O=C(COC(=O)C12CC3CC(CC(C3)C1)C2)Nc1nc2c(F)c(F)c(F)cc2s1
1.8%,7.2,COc1cccc(C2=NC(C)(C)NC(c3ccccc3O)C2)c1 (centres undefined)
u,x,C/C(CC(=O)NCCCN1CCOCC1)=N\NC(=O)COc1cccc2ccccc12
-10.8%,x,CC1(C)CC(=O)C2=C(C1)N(c1ccc(F)cc1)C(=O)C2(NC(=O)c1ccccc1F)C(F)(F)F (centres undefined)

The final seven entries of the section before open the next one:
S3 lipid droplet,S3 lipid droplet cell count max,structure
u,x,Cc1ccccc1C(=O)N1CCC(C(=O)Nc2ccccc2N2CCCC2)CC1
16.2%,-14.4,COc1ccc(NC(=O)CCc2nc(-c3ccc(C)cc3)no2)c(OC)c1
u,x,CCCCc1ccc(NC(=S)NCc2ccc(OC)cc2)cc1
u,x,O=C(COC(=O)C12CC3CC(CC(C3)C1)C2)Nc1nc2c(F)c(F)c(F)cc2s1
1.8%,7.2,COc1cccc(C2=NC(C)(C)NC(c3ccccc3O)C2)c1 (centres undefined)
u,x,C/C(CC(=O)NCCCN1CCOCC1)=N\NC(=O)COc1cccc2ccccc12
-10.8%,x,CC1(C)CC(=O)C2=C(C1)N(c1ccc(F)cc1)C(=O)C2(NC(=O)c1ccccc1F)C(F)(F)F (centres undefined)
u,x,O=C(CSc1ncnc2nc[nH]c12)N1CCOCC1
10.5%,-9.8,CCCCOC(=O)C1=C(C)Nc2ncnn2C1c1ccc(OC)c(OC)c1 (centres undefined)
2.0%,3.6,Cc1ccc(C(=O)N2CCC(C(=O)c3c(C)cc(C)cc3C)CC2)cc1
i,-13.0,C/C(=C\C(=O)c1ccc(Br)cc1)NNC(=O)c1ccc(O)cc1
9.5%,0.9,O=C(CC1Sc2ccccc2NC1=O)NCc1ccccc1 (centres undefined)
u,x,Clc1ccc(SCCCCn2cncn2)cc1
i,-23.6,CCC(C)c1ccc(S(=O)(=O)Nc2cccnc2)cc1 (centres undefined)
5.4%,-2.0,COc1ccc(NC(=O)CN2CCN(c3nc(-c4ccc(F)cc4)cs3)CC2)c(OC)c1
u,x,COc1ccccc1N(C)S(=O)(=O)c1ccc(C(=O)NNC(=O)c2ccccc2O)cc1
-7.0%,-15.3,COc1ccc(NC(=O)c2ccccc2N2C(=O)C3C4C=CC(C5CC45)C3C2=O)c(OC)c1 (centres undefined)
19.3%,23.4,O=C(CSc1nnc(-c2ccccc2F)n1C1CC1)Nc1ccc2[nH]c(=O)[nH]c2c1
u,x,CC(C)NC(=O)COc1coc(CN2CCN(c3cccc(Cl)c3)CC2)cc1=O
u,x,Cc1cc(NC(=O)C2CC2)ccc1NC(=O)c1cccs1
u,x,O=C1CCC(/C=C/c2ccccc2)=NN1Cc1ccccc1
u,x,CCCCN1C[C@H](Cc2ccccc2)[C@@H](CC(=O)Nc2ccccc2)C1=O
0.9%,-1.0,CC(=O)c1cc(C#N)c(SCc2ccccc2)nc1C
u,x,O=C(CN1CCN(S(=O)(=O)N2CCCCCC2)CC1)Nc1cc(Cl)ccc1Cl
u,x,COc1ccc(CNS(=O)(=O)c2ccc(-n3cnnn3)c(OC)c2)cc1
u,x,CCOC(=O)C1=C(N)n2c(s/c(=C\c3ccco3)c2=O)=C(C(=O)OC(C)C)C1c1ccco1 (centres undefined)
1.9%,1.8,CCN1CCN(CC(=O)NC2CCCCC2)C(=O)C1=O
u,x,O=C(COc1ccc(-n2ccnc2)cc1)Nc1cccc(Cl)c1
u,x,CCOc1ccc(C(=O)NCc2ccco2)cc1
u,x,Cc1ccc(NC(=O)c2cccc(S(=O)(=O)N(C)c3ccccc3)c2)cc1S(=O)(=O)N1CCOCC1
u,x,NS(=O)(=O)c1ccc(Sc2ccc3ccccc3c2)nc1
u,x,CC(Oc1ccccc1)C(=O)Nc1nnc(S(=O)(=O)N(C)c2ccccc2)s1 (centres undefined)

Of the compounds above, 2 contain a cyano group:
S3 lipid droplet,S3 lipid droplet cell count max,structure
u,x,Cc1cc2c3c(c1C)C1(C(=O)N3C(C)(C)CC2C)C(C#N)=C(N)Oc2cc(O)ccc21 (centres undefined)
0.9%,-1.0,CC(=O)c1cc(C#N)c(SCc2ccccc2)nc1C

Later entries.
S3 lipid droplet,S3 lipid droplet cell count max,structure
u,x,COc1ccc(-c2csc(N(CCCN(C)C)C(=O)c3ccccc3C)n2)cc1
u,x,Cc1cc(NC(=O)C2CCCN(S(=O)(=O)c3c(C)noc3C)C2)n[nH]1 (centres undefined)
i,22.8,CCn1cc(SCC(=O)N2CCOCC2)c2ccccc21
4.2%,2.1,COc1ccccc1NC(=O)c1cc(Br)ccc1Cl
u,x,CC1CC(C)CN(C(=O)c2cccc(S(=O)(=O)N(C)c3ccccc3)c2)C1 (centres undefined)
2.9%,-9.0,CN(C)c1ccc(S(=O)(=O)NCC(=O)NCCC2=CCCCC2)cc1[N+](=O)[O-]
-6.8%,-1.1,Cn1c(=O)c(/C=C/c2ccc(F)cc2)nc2ccccc21
i,1.8,COc1ccc(COCC(O)CN2CC(C)OC(C)C2)cc1OC (centres undefined)
u,x,NC(=O)CC(NC(=O)Cc1ccc(Br)cc1)c1ccc(NC2CCC2)c([N+](=O)[O-])c1 (centres undefined)
-0.5%,1.5,CCOC(=O)C1CCN(C2=NC(=O)/C(=C/c3ccc(OC)c(OC)c3)S2)CC1
u,x,COc1ccc(C(=O)N/N=C/c2cccc3cccnc23)cc1
-10.2%,15.6,CC(C)=C(NC(=O)c1ccccc1)C(=O)NCCCC(=O)O
0.0%,4.7,Cc1cccn2c(CN(C)CC3CCCCO3)c(C(=O)N3CCCCC3)nc12 (centres undefined)
u,x,COc1ccc(CCn2c(=N)c(S(=O)(=O)c3ccc(C)cc3)cc3c(=O)n4ccccc4nc32)cc1
i,3.3,C#CCN1C(=O)C2(OCCO2)c2ccccc21
i,22.5,CC1CCN(C(=O)CCc2ccc(S(=O)(=O)NC(C)(C)C)cc2)CC1
19.3%,7.0,COc1cc(-c2nc3cnccc3n2C)cc(OC)c1OC
3.6%,5.9,CCOC(=O)c1cccc(P(C)(C)=O)c1
u,x,COc1ccc(C)cc1NC(=O)c1cccc(-c2ccc(OC(C)=O)cc2)c1
u,x,O=C(CCCc1c[nH]c2ccccc12)NCc1cccs1
i,x,O=C(N/N=C/c1ccccc1)c1[nH]ncc1Br
u,x,Cc1occc1C(=O)Nc1cccnc1
u,x,COCCCN(CCNC(=O)c1ccc(NC2=NC3CS(=O)(=O)CC3S2)cc1)Cc1ccco1 (centres undefined)
i,-18.9,C=CCNC(=O)c1ccc(NC(=O)C2=CSCCO2)cc1
u,x,CCOc1ccc(NC(=O)CNC(=O)c2ccc([N+](=O)[O-])cc2)cc1

(further entries)
S3 lipid droplet,S3 lipid droplet cell count max,structure
u,x,Cc1ccccc1NC(c1cccc(Cl)c1)c1nnnn1C1CCCCC1 (centres undefined)
u,x,O=C(CCCN1C(=O)/C(=C\c2ccccc2)SC1=S)Nc1ccc(C(=O)O)cc1
i,5.1,Cc1ccc(S(=O)(=O)N(C)Cc2nc(-c3ccccn3)no2)cc1
-10.2%,1.6,CC(=O)NC1(C(F)(F)F)NC(=O)N(CCc2ccccc2)C1=O (centres undefined)
u,x,CCCCOC(=O)C1CCC[C@@H](C)N1 (some centres undefined)
u,x,O=C(NCc1nc(-c2ccc(C(F)(F)F)cc2)no1)c1cccs1
-3.5%,-20.7,CC(=O)Oc1ccccc1C(=O)Oc1ccc(/C=N/n2cnnc2)cc1
8.3%,0.9,C/C(=N\NC(=O)OC(C)(C)C)c1cccc([N+](=O)[O-])c1
21.6%,-2.7,COc1cc(OC)cc(-c2nc3ccccc3c(=O)n2OC(=O)c2ccc(C)c(C)c2)c1
7.5%,2.0,Cc1nc2ccccc2n1CCc1nc2c3ccccc3nc(SCC#N)n2n1
u,x,O=C(NCc1ccccn1)c1cc(-c2ccc(Cl)cc2)nc2ccccc12
4.2%,13.3,COc1cc(C2CC(=O)c3c(ccc4ccccc34)N2)ccc1O (centres undefined)
i,-6.5,Cc1nc(Cl)cc(N/N=C/c2ccc(O)cc2O)n1
u,x,Cc1ccc(S(=O)(=O)N(C)C)cc1NC(=O)Cn1c(CN2CCOCC2)nc2ccccc2c1=O
11.4%,6.6,Cn1nc(C(C)(C)C)c([N+](=O)[O-])c1C(=O)N1CCCCCC1
u,x,C=CCNC(=O)CN1CCN(Cc2ccc3c(c2)OCO3)CC1
u,x,N#CC1=C(S)N(c2ccccc2)C(c2ccc(-c3cccc(Cl)c3)o2)NC1=O (centres undefined)
6.8%,-6.9,CC1(C(=O)CSc2nc3ccccc3s2)CCC(=O)O1 (centres undefined)
u,x,Cc1ccc2c(c1)[C@H]1OCC[C@H]1[C@@H](c1ccncc1)N2
4.4%,-5.3,CC(=O)c1c(N)nc2n(c1=O)CCCCC2
u,x,Cc1ccc(-c2[nH]c3ccccc3c2SCCN)cc1
-21.1%,-11.5,Cc1ccc(NC(=O)CCNC(=O)c2ccccc2Cl)cc1S(=O)(=O)N1CCCCCC1
-8.7%,-4.5,O=C(CC(C(=O)O)P(=O)(c1ccccc1)c1ccccc1)c1ccc(Br)cc1 (centres undefined)
5.7%,5.5,CC(C)(C)NC(=O)CN(C(=O)CCC(=O)Nc1nccs1)c1cccc(C(F)(F)F)c1
8.9%,3.0,Cc1ccc(C(=O)N/C(=C/c2ccco2)C(=O)NCC2CCCO2)cc1 (centres undefined)

5 compounds already listed, arranged by the number in S3 lipid droplet, high to low.
compound	S3 lipid droplet	S3 lipid droplet cell count max
COc1cc(-c2nc3cnccc3n2C)cc(OC)c1OC	19.3%	7.0
C/C(=N\NC(=O)OC(C)(C)C)c1cccc([N+](=O)[O-])c1	8.3%	0.9
CC(=O)c1cc(C#N)c(SCc2ccccc2)nc1C	0.9%	-1.0
CCOC(=O)C1CCN(C2=NC(=O)/C(=C/c3ccc(OC)c(OC)c3)S2)CC1	-0.5%	1.5
CC(C)=C(NC(=O)c1ccccc1)C(=O)NCCCC(=O)O	-10.2%	15.6

More entries:
S3 lipid droplet,S3 lipid droplet cell count max,structure
u,x,COc1cc([C@@H]2CC=C(C(=O)O)[C@H](c3ccc(Cl)cc3)N2S(=O)(=O)c2ccc(C)cc2)cc(OC)c1OC
23.1µM*,-11.6*,O=C1C2C(C(=O)N1CCc1ccccc1)C1C=CC2C12CC2 (centres undefined)
12.3%,-6.7,Cc1[nH]c(=O)[nH]c(=O)c1S(=O)(=O)N1CCCC(C(=O)NCCc2ccccc2)C1 (centres undefined)
6.9%,2.3,C(=N\Nc1nc(-c2ccccc2)cs1)/c1ccncc1
u,x,COc1cccc(C(=O)OCC(=O)Nc2sc3c(c2C(N)=O)CCC3)c1O
u,x,Cc1ccc(C(=O)NCCn2cc(SCC(=O)Nc3nnc(C)s3)c3ccccc32)cc1
-1.0%,-2.0,CC(C)OC(=O)C(CC(=O)O)N1CCOCC1 (centres undefined)
i,22.2,O=C(c1ccncc1)N1CCN(S(=O)(=O)c2cccc(F)c2)CC1
u,x,O=C(O)c1ccc(NS(=O)(=O)c2ccc(Cl)c(C(=O)Nc3ccccc3[N+](=O)[O-])c2)cc1
i,12.2,CCOc1ccc(C2C3=C(CC(C)(C)CC3=O)N(CC(=O)O)C3=C2C(=O)CC(C)(C)C3)cc1OCC
